HT1080NT lethal = kills 2HG-producing HT-1080-NT fibrosarcoma cells | HT-1080-NT fibrosarcoma viability, CellTiter-Glo ATP luminescence, 48 h | Potency, µM (highest dose often 46.1 µM), without a hit: at the top dose activity, negative = less viability, hits mostly cytotoxic | 1.6% of 360,000 active | AID 686970;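 also: NT is the 2HG producing partner of a matched IDH1 knockdown line; potency is read from the fitted curve at half-maximal effect; 0% = DMSO-treated cells and -100% = media-only wells without cells; nearly all actives have a fitted effect of over 55% in size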
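Read-out is CellTiter-Glo luminescence after 10 minutes at room temperature, following 48 hours' compound treatment of HT-1080-NT cells (750 cells/well, RPMI, 5% FBS, 37 degrees C).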
IL-1B inflam inh = inflammasome signaling inhibition, IL-1 beta readout; THP-1 LPS/ATP IL-1B secretion, AlphaLISA, 16 h; stronger effect = lower value; activity change, % at 57.5 µM; 4.7% of 360,000 active; in the data active = activity change below about -50%; inconclusive = mostly about -30% to -49%; also: % is scaled to controls: 0 for no effect and ±100 for the full control effect
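THP-1 cells pretreated 1 hr with compounds (up to 57.5 uM final), then stimulated with LPS (250 ng/mL final) plus ATP (1.25 mM final); secreted IL-1B measured by AlphaLISA after 16 hr, decreased signal indicating inhibition.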
KB-V1 cytotox = kills drug-selected multidrug resistant KB-V1 cells; KB-V1 MDR cells viability, CellTiter-Glo, 72 h; Potency, µM (titrated, usually from 46.1 µM), for inactives: top-dose activity change, negative = cytotoxicity, actives largely listed as cytotoxic; 3.4% of 400,000 active; AID 1347076; also: potency is read from the fitted curve at half-maximal effect; % is scaled to controls: 0 for no effect and ±100 for the full control effect; nearly all actives have a fitted effect of over 60% in size
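Cytotoxicity toward P-gp-expressing KB-V1 cells was determined as loss of CellTiter-Glo luminescence after 72 h at 37 degrees C. Compounds were tested in quantitative HTS format across a concentration range, with curves fitted to normalized data.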
DRD3 agonist = activates the human D3 dopamine receptor; P35462; D3R DiscoveRx beta-arrestin cells, luminescence, 90 min; max activation, %; 0.58% of 410,000 active; in the data active = max activation above about 30%; also: 0% is about no effect; mostly tested at two doses, the higher about 12 µM
Target sequence (P35462 whole entry, looked up): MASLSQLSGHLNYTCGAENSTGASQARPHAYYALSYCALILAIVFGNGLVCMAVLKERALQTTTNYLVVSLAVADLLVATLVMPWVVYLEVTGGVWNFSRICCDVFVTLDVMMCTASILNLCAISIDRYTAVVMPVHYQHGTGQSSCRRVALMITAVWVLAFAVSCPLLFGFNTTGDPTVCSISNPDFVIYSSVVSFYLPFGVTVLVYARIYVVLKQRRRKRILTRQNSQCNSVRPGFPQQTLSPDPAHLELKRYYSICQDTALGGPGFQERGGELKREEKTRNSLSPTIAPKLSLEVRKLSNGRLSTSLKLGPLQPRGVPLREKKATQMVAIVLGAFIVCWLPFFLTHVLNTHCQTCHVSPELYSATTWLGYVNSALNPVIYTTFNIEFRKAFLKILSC
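Agonist-mode cell screen: cells plated at 1500/well and incubated overnight at 37 °C, then exposed to library compounds for 90 min at 37 °C. Detection reagent was added for 30–60 min at room temperature, and luminescence was read.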
D3 antag = antagonists of human D3 dopamine receptor; P35462; D3R cells, DiscoveRx beta-arrestin luminescence, antagonist mode; stronger effect = lower value; max response, negative = inhibition, %; 2.5% of 360,000 active; AID 652054; in the data active = max response below about -50%; inconclusive = no clear call, values can overlap the other calls; also: % is scaled to controls: 0 for no effect and ±100 for the full control effect; mostly tested at two doses, the higher about 12 µM
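Cells plated overnight at 1500 cells/well, then exposed to library compounds with dopamine controls for 90 minutes at 37 degrees C. DiscoveRx reagent added for 30–60 minutes at room temperature; luminescence read, quantitative HTS format.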
SW480 rereplic = DNA re-replication induction in SW480 cells; SW480 DNA re-replication, Hoechst DNA content imaging, 48 h; Potency, µM (highest dose often 46.1 µM), for the others: top-dose re-replication activation, usual class: activators; 1.8% of 340,000 active; AID 624297; also: potency is read from the fitted curve at half-maximal effect; % of control where 0% means no effect; nearly all actives have a fitted effect of over 55% in size
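Per well, 250 cells were exposed to pinned compound for 48 hr. Nuclear DNA was visualised with Hoechst (40 min, 37 C) and total object intensity recorded by fluorescence scanning.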
KB-3-1 tox = kills parental KB-3-1 adenocarcinoma cells; KB-3-1 viability, CellTiter-Glo ATP luminescence, 72 h; Potency, µM (series often up to 46.1 µM), without a hit: at the top dose activity change, negative = cytotoxic, actives largely listed as cytotoxic; 1.4% of 400,000 active; also: potency is read from the fitted curve at half-maximal effect; % is scaled to controls: 0 for no effect and ±100 for the full control effect; nearly all actives have a fitted effect of over 60% in size
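Parental KB-3-1 viability, qHTS format: 72 h compound exposure, 37 °C; CellTiter-Glo; media-only wells and DMSO plates as controls; concentration-effect fits on corrected data.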
GLP1R ag = agonists of human GLP-1 receptor; 0.007% of 380,000 active; P43220; HEK293 GLP-1R CRE-luciferase, luminescence, 4-6 h; cells express a hypersensitive GLP-1R form; Potency, µM (series often up to 45.6 µM), inactives show at the top dose activation, actives largely listed as activators; AID 624172; also: potency is read from the fitted curve at half-maximal effect; % of control where 0% means no effect
Target sequence (P43220 whole entry, looked up): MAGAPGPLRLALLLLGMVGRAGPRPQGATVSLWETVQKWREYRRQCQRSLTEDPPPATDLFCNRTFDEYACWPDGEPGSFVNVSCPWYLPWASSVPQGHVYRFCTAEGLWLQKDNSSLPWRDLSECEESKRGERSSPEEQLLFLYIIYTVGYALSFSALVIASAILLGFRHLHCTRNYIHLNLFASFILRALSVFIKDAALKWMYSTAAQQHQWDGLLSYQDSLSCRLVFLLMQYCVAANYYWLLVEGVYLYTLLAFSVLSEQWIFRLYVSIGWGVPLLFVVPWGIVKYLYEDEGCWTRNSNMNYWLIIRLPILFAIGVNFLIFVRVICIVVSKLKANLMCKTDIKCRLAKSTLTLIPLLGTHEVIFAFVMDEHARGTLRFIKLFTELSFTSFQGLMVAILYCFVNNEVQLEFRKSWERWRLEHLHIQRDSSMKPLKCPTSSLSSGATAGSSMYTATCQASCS
HT1080 IDH1KD tx = HT-1080 IDH1 knockdown cell toxicity (counter line); HT-1080 IDH1 knockdown viability, ATP luminescence, 48 h; Potency, µM (top dose mostly 46.1 µM), for inactives: top-dose activity, negative = toxicity, usual class: cytotoxic; 2% of 360,000 active; AID 686971;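 also: potency is read from the fitted curve at half-maximal effect; 0% = DMSO wells and -100% = cell-free medium wells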
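% activity derives from luminescence (CellTiter-Glo), normalised to DMSO and no-cell wells. HT-1080-IDH1KD cells, 750/well, had 48 h compound exposure at 37 °C.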
An asterisk follows results filed as active; ? = inconclusive; · = not tested or not shown; & = joins results of further samples; [ ] = dose if it differs, or a comment. Unless noted, calls follow the shape of the dose curve; as a rule, active = well fitted curve in the direction sought with a large enough effect; inconclusive = small, poorly fitted or top-dose-only effect, or another doubt; inactive = no such curve, though single readings can be large; an effect the other way counts as inactive or inconclusive.

Molecule	HT1080NT lethal	IL-1B inflam inh	KB-V1 cytotox	DRD3 agonist	D3 antag	SW480 rereplic	KB-3-1 tox	GLP1R ag	HT1080 IDH1KD tx
Cc1cnc(C(=O)N2CCCC(N3CCN(c4cccc(C(F)(F)F)c4)CC3)C2)cn1 (stereo not drawn)	-12%	-62*	-20%	-8	5	-1%	5%	1%	-1%
CCc1ccccc1S(=O)(=O)Cc1ccc(C(=O)NCc2cccs2)o1	8%	-5	-3%	5	-2	?	4%	2%	3%
Cc1csc2nc(COc3ccc(NC(=O)COc4ccccc4F)cc3)cc(=O)n12	·	·	3%	-13	·	·	3%	0%	·
Cc1cccc(N(C(=O)c2snc(C(N)=O)c2N)C(C(=O)NC2CCCC2)c2ccc(C)o2)c1 (stereo not drawn)	?	-18	12%	-2	-3	17%	-4%	14%	-27%
CC(=O)NC(C)(C)C1CC=C(C)/C(=N\O)C1 (stereo not drawn)	0%	3	-4%	6	9	-7%	-12%	0%	2%
Cc1ccc(C(=O)NNC(=O)CCC(=O)Nc2cccc(Cl)c2C)cc1	-1%	0	1%	-2	16	·	0%	3%	0%
COc1ccc(NC(=O)c2oc3ccccc3c2NC(=O)c2ccco2)c(OC)c1	?	8	-5%	49*	29	25%	15%	-5%	6%
CC(=O)N[C@H]1[C@H]([C@H](O)[C@H](O)CO)O[C@](O)(C(=O)O)C[C@@H]1O	-3%	-8	7%	15	19	-1%	0%	-5%	4%
COc1ccc(C(=O)O)cc1S(=O)(=O)Nc1ccccc1-c1ccccc1	16%	11	-1%	-10	-16	-22%	-3%	6%	18%
CC(C)c1ccc2[nH]c3c(c2c1)CCC/C3=N\NC(=O)c1ccncc1	?	-53*	?	-16	-8	-2%	?	-1%	?
Cc1ccc(OCC(=O)N2CCN(S(=O)(=O)c3ccccc3[N+](=O)[O-])CC2)cc1	12%	-12	-26%	-4	-12	-1%	2%	9%	26%
CC(C)(C)c1ccc(C(=O)NNC(=S)NC(=O)c2cccnc2)cc1	?	83	?	10	10	15µM*	?	-4%	?
CCOC(=O)c1ccccc1NC(=O)Cn1cnc2c(oc3ccccc32)c1=O	16%	0	3%	7	2	2%	-2%	-4%	8%
CN(C(=O)CN1C(=O)CCSc2ccc(S(=O)(=O)N3CCCC3)cc21)c1ccccc1	-2%	5	-18%	1&-1	-3	-2%	11%	5%	-1%
COc1ccc(NC(=O)CN2CCC3(O)CCCCC3C2c2cc(OC)ccc2OC)cc1 (stereo not drawn)	-19%	-16	?	4	0	-2%	17%	-6%	-20%
O=C(CSCc1ccc(F)cc1)N1CCOCC1	2%[9.24 µM]	-14	17%	11	13	-1%	-12%	6%	-1%
CC(=O)NC1C(=O)N=C(SCC(=O)NC2CCCCC2)NC1=O (stereo not drawn)	-3%	8	16%	6	15	0%	-6%	-1%	-22%
O=C(NC1c2ccccc2-c2ccccc21)N1CCOCC1	3%	?	?	8	8	-4%	-6%	8%	-3%
CCCOc1ccc(-c2nnn(CC(=O)N3CCCCC3)n2)cc1	0%	11	?	3	0	3%	-3%	3%	-1%
COc1ccccc1N1C(=O)c2cccnc2C1=O	9%	-2	0%	7	-5	3%	2%	-3%	12%
CC(C)C(C(=O)Nc1ccccc1F)N1C(=O)c2ccccc2C1=O (stereo not drawn)	-4%	17	0%	4	9	2%	76%	16%	10%
Cc1ccc(S(=O)(=O)N2CCC(=O)N(CCO)CC2)cc1	15%	-6	1%	1	5	1%	22%	-5%	20%
O=C(OCCN=C1NS(=O)(=O)c2ccccc21)c1cccnc1	2%	29	16%	0	-9	-1%	3%	1%	4%
CC1CCCCN1S(=O)(=O)c1ccc(C(=O)N(CCCN(C)C)c2nc3ccc(Br)cc3s2)cc1 (stereo not drawn)	18µM*	-105*	23µM*	-12	-15	?	?	2%	?
Cc1ccc(Cn2ncc3c(NN)ncnc32)cc1	-23%	0	0%	8	-20	?	?	14%	-20%
O=C(NCc1ccccn1)c1cccc(S(=O)(=O)Nc2ccccc2Cl)c1	6%	6	-15%	3	1	3%	7%	-6%	-3%
O=C(CCNc1ccccc1)c1cccc([N+](=O)[O-])c1	-7%	-5	23%	-3	-9	8.2µM*	18%	-6%	?
Cc1cc(=O)c(C(=O)O)nn1-c1ccccc1[N+](=O)[O-]	8%	18	-2%	-3	8	0%	-14%	3%	8%
Cc1oc(-c2cccs2)nc1CS(=O)CC(=O)NCc1ccc2c(c1)OCO2 (stereo not drawn)	-16%	-7	19%	0	5	-92%[inhibitor]	15%	11%	3%
COc1ccc(-c2nc(CSCC(=O)N3CCN(C4CCCCC4)CC3)c(C)o2)cc1OC	2%	-16	3%	1	-22	26%	6%	15%	-3%

2 entries picked at random from the list so far, as already listed:
Molecule	HT1080NT lethal	IL-1B inflam inh	KB-V1 cytotox	DRD3 agonist	D3 antag	SW480 rereplic	KB-3-1 tox	GLP1R ag	HT1080 IDH1KD tx
O=C(NC1c2ccccc2-c2ccccc21)N1CCOCC1	3%	?	?	8	8	-4%	-6%	8%	-3%
COc1ccc(-c2nc(CSCC(=O)N3CCN(C4CCCCC4)CC3)c(C)o2)cc1OC	2%	-16	3%	1	-22	26%	6%	15%	-3%

Next section:
Molecule	HT1080NT lethal	IL-1B inflam inh	KB-V1 cytotox	DRD3 agonist	D3 antag	SW480 rereplic	KB-3-1 tox	GLP1R ag	HT1080 IDH1KD tx
Cc1cc(C)c(S(=O)(=O)n2cc(C(C)C(N)C(=O)O)c3ccccc32)c(C)c1 (stereo not drawn)	0%	47	-3%	2	8	-27%[9.22 µM]	-2%	-2%	-13%
CCN(CC)C(=S)Nc1ccc([N+](=O)[O-])cc1	-3%	31	-36%	-3	-7	1%	-10%	2%	-2%
COc1cccc(-c2cc3onc(-c4ccccc4)c3c(=O)n2C)c1	-12%	-18	5%	6	27	-12%	-3%	13%	-6%
CC(C)(C)C(=O)NC(=S)NCc1ccccc1	-4%	6	?	-7	13	-90%[inhibitor]	-1%	-5%	-9%
O=C(Cc1ccc([N+](=O)[O-])cc1)N1N=C2CCCCC2C1(O)C(F)(F)F (stereo not drawn)	-13%	·	?	-16	?	17%	-4%	12%	2%
CS(=O)(=O)c1ccc(-c2sc3ccccc3c2C(=O)NCCCN2CCOCC2)cc1	1%	-15	0%	5	-8	0%	0%	-2%	3%
CCn1cc(C(=O)N(C)c2cc(C)ccc2OC)c2cc(OC)c(OC)cc2c1=O	-1%	?	-9%	3	0	-1%	-2%	14%	0%
O=C(CN1C(=O)NC2(CCCCC2)C1=O)N1CCN(S(=O)(=O)c2ccccc2)CC1	10%	0	29%	-6	-17	-3%	15%	3%	9%
Cn1nc2c(c1C(=O)N1CCCC(C(=O)c3cc(F)ccc3F)C1)CCCC2 (stereo not drawn)	-8%	7	-12%	-9	-3	1%	0%	8%	-3%
Cc1ccc(S(=O)c2ccc([N+](=O)[O-])c3nonc23)cc1 (stereo not drawn)	-12%	?	-12%	-9	?	·	-4%	0%	-5%
CCN(c1ccccc1)S(=O)(=O)c1ccc2c(c1)OCCO2	5%	55	3%	-1	-13	-8%	-1%	17%	-1%
CN(C(=O)CN1C(=O)c2ccccc2S1(=O)=O)c1ccccc1C(=O)O	18%	0	13%	-1	18	0%	6%	0%	0%
Cc1nnc2c(N3CCN(C(=O)c4ccco4)CC3)nc3ccccc3n12	0%	21	?	5	17	24%	0%	-3%	-1%
CCOc1ccccc1NC(=O)CSc1nc2ccccc2nc1Cc1ccc(C)cc1	·	·	?	2	·	·	-6%	-1%	·
COc1cccc(CN2CCN(C(=O)CC(C)C)CC2)c1	13%	-18	12%	1	?	-5%	-1%	0%	11%
Cc1nc2nc(COc3ccccc3)[nH]n2c(=O)c1C	10%	13	15%	-2	62	-5%	8%	-1%	14%
CC1CCCC(C)N1C(=O)CSc1nnc(-c2c[nH]c3ccccc23)o1 (stereo not drawn)	-2%	-16	-14%	-2	7	14%	-16%	0%	-2%
CCOC(=O)c1cc(CC)sc1NC(=O)COC(=O)c1ccccn1	-11%	-2	21%	13	2	?	-4%	13%	-10%
O=C(O)CCC(=O)N1CCN(c2cccc(Cl)c2)CC1	16%	-2	0%	-3	-63*	-6%	-1%	-9%	18%
COc1ccc(CN2CCCC(C(=O)N3CCCC3)C2)c(OC)c1OC (stereo not drawn)	13%	27	10%	-19	-21	·	0%	-4%	13%
CCOC(=O)c1c(CC(C)C)csc1NC(=O)CCl	-9%	-24	-25%	4	-21	-1%	0%	-1%	-9%
CC(C)C(=O)NCc1cc(-c2ccc(Cl)cc2)no1	-1%	37	-13%	-4	-4	22%	-1%	22%	3%
O=C(C1CCCN(S(=O)(=O)c2ccc(F)cc2)C1)N1CCCC1 (stereo not drawn)	12%	29	2%	5	44	2%	-6%	-10%	7%
O=C(NCc1ccncc1)c1ccc(NS(=O)(=O)c2ccc(F)cc2)cc1	0%	-21	0%	-3	-11	-2%	-4%	-2%	-6%
CCc1cc2c(-c3ccccc3)cc(=O)oc2cc1OCC(C)=O	-6%	17	-1%	2	-24	79%	-7%	20%	-8%
Cc1ccc(P(=O)(CC(=O)O)c2ccc(C)cc2)cc1	-2%	20	23%	-2	7	3%	4%	-13%	0%
C=Cn1cc[n+](CC(=O)C(C)(C)C)c1	7%	38	-9%	0	3	-4%	1%	-4%	5%
CSc1ccccc1C(=O)OCC(=O)N1CCN(C(C)=O)CC1	9%[9.24 µM]	10	?	1	10	?	6%	-4%	7%
COc1cccc(CNC(=O)C23CN(Cc4ccccc4)CC2C(c2ccc([N+](=O)[O-])cc2)=NO3)c1 (stereo not drawn)	-3%	-13	13µM*	12	-1	0%	7%	2%	-3%
COc1ccccc1CNS(=O)(=O)c1ccc2c(c1)oc(=O)n2C	1%	5	-4%	8	20	-2%	-20%	15%	9%

Source: PubChem BioAssay (National Center for Advancing Translational Sciences (NCATS))
